SRC3 TRFRET art – flags TR-FRET format artefacts in PPARgamma SRC-3 recruitment agonist screen. TR-FRET artefact counter-screen, PPARgamma/SRC-3 format; hits give high values. TR-FRET ratio at 8 µM. 0.39% of 99,000 active; in the data active = TR-FRET ratio above about 2000; note: inactives centre near 1600; reference of the scale not given here
SRC1 TRFRET art – TR-FRET artefact, counter-screen to PPARgamma/SRC-1 agonist assay; AID 1051; TR-FRET ratio at 8 µM; 0.34% of 99,000 active; TR-FRET detection artefact counter-screen, emission ratio; hits give high values; in the data active = TR-FRET ratio above about 2300; note: inactives centre near 1800; reference of the scale not given here
Active calls of the source: *. An excerpt; rates above refer to the full screens.

SMILES	SRC3 TRFRET art	SRC1 TRFRET art
CCOc1ccccc1NC(=O)c1ccc(OCC)c([N+](=O)[O-])c1	1449	1604
CCC(C)NC(=S)Nc1ccccc1OC (centres undefined)	1746	1967
Cc1ccc(C(=O)Nc2cc(-c3ccn[nH]3)c(C)n(N)c2=O)cc1	1465	1571
O=C(Cc1csc(Nc2nc(=S)[nH]c3ccccc23)n1)N1CCN(c2cccc(C(F)(F)F)c2)CC1	1705	2065
O=C(NCCc1c[nH]c2ccccc12)/C(=C\c1ccco1)NC(=O)c1ccco1	1633	1804
COc1ccc(Cl)cc1NC(=O)COC(C)=O	1607	1897
CCOCc1c(C(=O)NC2CCCCCC2)oc2ccccc12	1356	1701
CN(Cc1ccccn1)Cc1nc(Cc2ccccc2Cl)no1	1542	1841
C=CCOc1ccc2oc(=O)cc(C)c2c1	1610	1879
CC1(C)C2CCC1(C)C(OCC[N+](C)(C)CC(=O)OC1CCCCC1)C2 (centres undefined)	1635	1960
CC(=O)N1N=C(c2ccccc2)CC1c1cn(C)c2ccccc12 (centres undefined)	1642	1867
CN(C(=O)COC(=O)c1cc(Br)c(Br)s1)C1CCS(=O)(=O)C1 (centres undefined)	1616	1953
N#C/C(=C\c1ccc(C(=O)O)cc1)c1ccccn1	1608	1686
COc1cc(CNCCc2ccc(S(N)(=O)=O)cc2)ccc1OCC(=O)N1CCCCC1	1535	1627
COc1cccc(/C=C/C(=O)OCC(=O)Nc2cccc(S(=O)(=O)N(C)C)c2)c1	1589	1706
Cc1ccccc1NCc1nnc2n1CCCCC2	1416	1756
COc1cc2nc(/C=C/c3ccc(N(C)C)cc3)sc2cc1SC	1632	1926
O=C(CNc1cc(S(=O)(=O)N2CCCC2)ccc1OCC(F)(F)F)Nc1cc(Cl)cc(Cl)c1	1506	1751
CCC(C)NC(=O)c1ccc(-n2c(=S)[nH]c3ccccc3c2=O)cc1 (centres undefined)	1636	1658
COC(=O)c1sc(NC(=S)NC(=O)c2ccccc2)nc1C	1769	2029
CC[C@H](C)[C@@H](NC(=O)O[C@@H]1C(=O)c2cc(Br)ccc2O[C@H]1c1cccc(OC)c1)C(=O)OC	1401	1669
O=C(CSc1nc2c([nH]c3ccccc32)c(=O)n1-c1ccccc1)N1CCOCC1	1519	1730
CCOCCCNCc1cc(Br)ccc1OCC	1501	1964
O=C(Nc1ccccc1)C1(c2ccccc2)CC1(Cl)Cl (centres undefined)	1666	1858
Cc1ncc([N+](=O)[O-])n1Cc1ccccc1F	1569	1920
CC(C)(C)c1nc2cc(Cl)c([N+](=O)[O-])cc2o1	1607	1682
O=P(CO)(Cc1ccccc1)Cc1ccccc1	1633	1551
Cc1ccccc1NC(=O)/C(C#N)=C\c1ccsc1	1544	1865
O=C1C=C(NNC(=O)c2cccnc2)CC(c2ccco2)C1 (centres undefined)	1737	2035
Cc1ccc(NC(=O)c2noc3c2CCC3)cc1C	1653	2044
OCC1(CCc2ccccc2)CCN(Cc2c(F)ccc(F)c2F)CC1	1563	1750
CC1=CC(C)C(C(=O)O)C(C(=O)Nc2cccnc2)C1 (centres undefined)	1461	1643
CC1(C)Cc2ccccc2C(NN=C2CCCC2)=N1	1713	1657
Cc1ccc([N+](=O)[O-])cc1N(CC(=O)NCC1CCCO1)S(C)(=O)=O (centres undefined)	1441	1817
O=C(CCCOc1ccccc1)OCn1nnc2ccccc2c1=O	1626	1680
O=S(=O)(c1cccc(NC(=S)N2CCN(c3ccccc3F)CC2)c1)C(F)F	1677	1760
CN1CCN(CCCCOc2ccccc2C=O)CC1	1463	1757
Cc1nc2ccc(NC(=O)c3ccc([N+](=O)[O-])cc3[N+](=O)[O-])cc2s1	1527	1706
CC(=O)Nc1ccc(-c2csc(NNC(=O)c3ccccc3)n2)cc1	1668	1826
COC(=O)c1ccc(C)c(NC(=O)CCNC(=O)c2ccc([N+](=O)[O-])cc2)c1	1755	1818
O=C(Nc1nc2c(s1)CN(Cc1ccccc1)CC2)C1CCCC1	1518	1768
Cc1ccc(CC2SC(N)=NC2=O)cc1 (centres undefined)	1513	1732
CCOC(=O)Cc1csc(NC(=O)Cn2cnc3c2c(=O)n(C)c(=O)n3C)n1	1404	1481
CC(C)CC(COCc1cccc(C(F)(F)F)c1)N1CCN(C(=O)c2cccc(C(F)(F)F)c2)CCC1=O (centres undefined)	1519	1631
O=C(COC(=O)/C=C/c1ccc(Cl)cc1Cl)NCCC1=CCCCC1	1473	1714
Cc1cccc(NC(=O)c2ccc(C(=O)c3ccccc3)o2)c1	1715	2037
CCN(CC)S(=O)(=O)c1ccc(Cl)c(C(=O)Nc2cc(C)nn2-c2ccccc2)c1	1700	2089
CC1CCN(Cc2c(O)ccc3c(=O)c(-c4nc5ccccc5s4)c(N)oc23)CC1	1370	1840
O=C(C1CCC(CNc2nc(=S)[nH]c3ccccc23)CC1)N1CCN(c2ccc(F)cc2)CC1 (centres undefined)	1448	1609
CC(=O)OCC(CCn1cnc2cnc(N)nc21)COC(C)=O	1450	1771

New compounds follow:
SMILES	SRC3 TRFRET art	SRC1 TRFRET art
COC(=O)c1cccc(CSc2nnc(-c3ccco3)n2-c2ccccc2)c1	1542	1799
CC(C)c1ccccc1NC(=S)NC1CCN(Cc2ccccc2)CC1	1673	1871
Cc1ccnc(N2CCN(C(=O)CSc3nc4ccccc4nc3N3CCCCC3)CC2)c1	1749	2201
Cc1ccsc1C(=O)OCC(=O)Nc1cccc(S(=O)(=O)NC2=NCCCCC2)c1	1679	1694
COCC(C)NC(=O)c1cc(OC)cc(OC)c1 (centres undefined)	1528	1586
C=C(C)CN1CCN(c2ccc(N3C(=O)CCCC3=O)cc2[N+](=O)[O-])CC1	1608	1899
C=CCN(Cc1cn(C)nc1-c1cccc(Cl)c1)C1CCS(=O)(=O)C1 (centres undefined)	1635	1598
O=C(COC(=O)CC(c1ccccc1)c1ccccc1)NCc1ccc(Cl)cc1	1470	1825
CC(C)(C)NC(=O)CN(C(=O)C(=O)Nc1ccc2c(c1)OCCO2)C(C)(C)C	1593	1809
CCOC(=O)C1CCC(CNCc2ccc(Cl)cc2)CC1 (centres undefined)	1392	1511
O=c1c2c(nc3nc(NCc4cccc5ccccc45)[nH]n13)CCC2	1574	1736
O=C(CSc1nc2ccccc2c(=O)n1-c1ccc(F)cc1)Nc1cc(S(=O)(=O)N2CCOCC2)ccc1Cl	2000	2193
O=C1NC(=S)N/C1=C/C=C/c1ccccc1	1620	1715
O=C(C[n+]1ccccc1)Nc1ccc(Oc2ccccc2)cc1	1366	1651
CCCCOC(=O)c1ccc(NC(=O)/C=C/c2cccs2)cc1	1470	1735
CCOc1ccc(NC(=O)COc2ccc(C(=O)NC3CCCc4ccccc43)cc2OC)cc1 (centres undefined)	1600	1771
COc1ccc(C(=O)C2CCCN(Cc3cnc(N4CCCC4)s3)C2)cc1OC (centres undefined)	1358	1728
Cc1ccccc1C(=O)NC(CC(C)C)C(=O)OCc1cc(=O)n2cc(Br)ccc2n1 (centres undefined)	1583	2052
Cc1ccc(C(=O)OC/C(O)=C(\C#N)c2nc3ccccc3[nH]2)cc1S(=O)(=O)N1CCOCC1	1424	1811
CCC1CCCCN1C(=S)NC(=O)c1ccc(F)c(S(=O)(=O)N2CCOCC2)c1 (centres undefined)	1413	1780
Cc1ccccc1Cn1cnc2c(oc3ccccc32)c1=O	1554	2030
C/C(CCc1ccc2c(c1)OCO2)=N\NC(=O)c1ccccc1	1703	1936
CC1CCN(S(=O)(=O)N2CCC(C(=O)NC3CCCC3)CC2)CC1	1481	1857
Cc1ccccc1CN(C)CCc1ccccn1	1559	1696
CC(C)(C)OC(=O)N1CCC(C(=O)N2CCCCCC2)CC1	1581	2052
CCc1n[nH]c(=S)n1/N=C/c1ccc(NC(C)=O)cc1	1683	1886
CCCN(CCC)c1nc(Cl)nc(NCCN2CCOCC2)n1	1557	1652
O=[N+]([O-])c1ccc(/C=N/n2c(-c3cccnc3)n[nH]c2=S)cc1	1528	1641
O=C(NC(=S)NC1CCCC1)c1ccccc1Br	1506	1664
N#CCC(=O)Nn1c(=S)[nH]c2ccccc2c1=O	1417	1948
NC1=NC(=O)C2(COC(c3ccncc3)OC2)S1 (centres undefined)	1480	1516
Cc1ccc2c(Cl)c(C)c(N3CCCC3)nc2n1	1772	1820
Cc1cccc(C(=O)Nc2nccs2)c1[N+](=O)[O-]	1562	1645
CCOc1cc(N2CCOCC2)c(OCC)cc1NC(=O)C(NC(=O)c1ccco1)C(C)C (centres undefined)	1503	1856
Cc1ccccc1-n1nc(C(=O)O)c(C)c(C#N)c1=O	1606	1567
Cc1nnc(SCC(=O)Nc2nccs2)s1	1513	1878
COC(=O)CNc1cccc(C(F)(F)F)c1	1456	1677
OCCC1CN(Cc2ccccc2-c2ccco2)CCN1Cc1ccccc1 (centres undefined)	1563	1922
COc1ccc(CCNC(=O)c2cc(S(=O)(=O)N(C)c3ccccc3)ccc2Cl)cc1	1834	1887
Cc1ccc(NCc2ccccc2O)c(C)c1	1703	1754
COc1ccccc1C(=O)NC(=S)/C=C1/N(C)c2ccccc2C1(C)C	1894	2384*
Cn1c(N)c(C(=O)CSc2nc3ccccc3c(=O)n2CCCN2CCOCC2)c(=O)n(C)c1=O	1667	1792
COc1ccc(C(=O)OCC(=O)Nc2cc(S(=O)(=O)N3CCOCC3)ccc2N2CCCC2)cc1	1408	1631
Cc1nc(-c2cccc(C(F)(F)F)c2)sc1C(=O)O	1780	1864
Cc1[nH][nH]c(=O)c1N=Nc1ccccc1C#N	1732	1946
COc1ccc(NC(=O)CSCC(=O)N2c3ccccc3CCc3ccccc32)cc1	1667	1788
CC(=O)c1cccc(NC(=O)COc2cc3oc(=O)c(CC(C)O)c(C)c3cc2Cl)c1 (centres undefined)	1513	1575
Cc1nc2ncnn2c(C)c1Cc1cccc(F)c1	1479	1940
Cc1sc2nc3c(C(=O)N4CCCC4)cc(C(=O)c4ccccc4O)cn3c(=O)c2c1C	1522	1818
CCOc1ccccc1NC(=O)NCc1ccc(F)cc1	1712	2007

Rewritten in markdown: 16 of the compounds above
| molecule | SRC3 TRFRET art | SRC1 TRFRET art |
| --- | --- | --- |
| Cc1ccccc1-n1nc(C(=O)O)c(C)c(C#N)c1=O | 1606 | 1567 |
| Cc1nnc(SCC(=O)Nc2nccs2)s1 | 1513 | 1878 |
| COC(=O)CNc1cccc(C(F)(F)F)c1 | 1456 | 1677 |
| OCCC1CN(Cc2ccccc2-c2ccco2)CCN1Cc1ccccc1 (centres undefined) | 1563 | 1922 |
| COc1ccc(CCNC(=O)c2cc(S(=O)(=O)N(C)c3ccccc3)ccc2Cl)cc1 | 1834 | 1887 |
| Cc1ccc(NCc2ccccc2O)c(C)c1 | 1703 | 1754 |
| COc1ccccc1C(=O)NC(=S)/C=C1/N(C)c2ccccc2C1(C)C | 1894 | 2384* |
| Cn1c(N)c(C(=O)CSc2nc3ccccc3c(=O)n2CCCN2CCOCC2)c(=O)n(C)c1=O | 1667 | 1792 |
| COc1ccc(C(=O)OCC(=O)Nc2cc(S(=O)(=O)N3CCOCC3)ccc2N2CCCC2)cc1 | 1408 | 1631 |
| Cc1nc(-c2cccc(C(F)(F)F)c2)sc1C(=O)O | 1780 | 1864 |
| Cc1[nH][nH]c(=O)c1N=Nc1ccccc1C#N | 1732 | 1946 |
| COc1ccc(NC(=O)CSCC(=O)N2c3ccccc3CCc3ccccc32)cc1 | 1667 | 1788 |
| CC(=O)c1cccc(NC(=O)COc2cc3oc(=O)c(CC(C)O)c(C)c3cc2Cl)c1 (centres undefined) | 1513 | 1575 |
| Cc1nc2ncnn2c(C)c1Cc1cccc(F)c1 | 1479 | 1940 |
| Cc1sc2nc3c(C(=O)N4CCCC4)cc(C(=O)c4ccccc4O)cn3c(=O)c2c1C | 1522 | 1818 |
| CCOc1ccccc1NC(=O)NCc1ccc(F)cc1 | 1712 | 2007 |

Next part:
SMILES	SRC3 TRFRET art	SRC1 TRFRET art
O=C(Cc1cccs1)NCc1ccccc1	1612	1899
CC(C)CC(NC(=O)CNC(=O)C1O[C@@H]2OC(C)(C)O[C@@H]2[C@H]2OC(C)(C)O[C@@H]12)C(=O)O (some centres undefined)	1390	1480
COc1ccccc1N1CCN(C(=O)Cc2c(C(=O)O)[nH]c3ccc(Cl)cc23)CC1	1344	1744
Cc1cccc2c3c([nH]c12)C(=O)CC(C)(C)S3	1778	1721
O=C(CC1NCCc2ccccc21)Nc1ccc(Cl)cc1 (centres undefined)	1253	1444
C=CCNc1nnc(SCC(=O)N2CCCCC2)c2ccccc12	1622	1948
COc1cccc(-c2nc(C(N)=O)c3[nH]c(=O)n(-c4ccccc4)c3n2)c1OC	1458	1825
CNC(=O)C(=O)Nc1c(C)cc(C)cc1C	1618	1990
Fc1ccc(Br)cc1C1C=C(c2ccc(Br)s2)Nc2ncnn21 (centres undefined)	3060*	3232*
COc1ccc(/C=N/NC(=O)c2c(C)nnn2-c2nonc2N)cc1OC	1727	2012
COC(CNC(=O)c1cc(-c2ccncc2)nc2ccc(S(=O)(=O)N3CCOCC3)cc12)OC	1554	1874
O=C(O)c1ccc(NC(=O)c2cn(-c3ccccc3)nc2-c2ccccc2)cc1	1680	1875
Cn1c(=O)c2c(ncn2CC(=O)Nc2cccc(S(=O)(=O)Nc3ccccc3F)c2)n(C)c1=O	1501	1981
CCOC(=O)c1ccccc1OC(=O)CS(=O)c1ccccc1[N+](=O)[O-] (centres undefined)	1436	1845
CC(C)C(NC(=O)c1ccccc1F)C(=O)NCCc1ccccn1 (centres undefined)	1581	1654
COC(=O)c1ccc(CNC(=O)COC(=O)C23CC4CC(CC(C4)C2)C3)cc1	1416	1587
CC(C)C(=O)Nc1nnc(SCC(=O)NCC2CCCO2)s1 (centres undefined)	1498	1486
N#CC(C#N)=C(Nc1ccc(F)cc1)SCc1cccc(F)c1	1504	1887
Cc1c(C(=O)N2CCCCC2)nn(-c2ccc(Cl)cc2)c(=O)c1C#N	1442	1475
c1ccc(COc2cccc(CNCc3ccccn3)c2)cc1	1754	1861
COc1ccc(-c2cnnc(N/N=C/c3ccc(O)cc3)n2)cc1	1574	1786
